CSN deneddyl inh: blocks human CSN-mediated cullin deneddylation. Purified CSN, SCF-Nedd8-OG deneddylation, fluorescence polarization. AID 651999. inhibition, % at 12.5 µM. 360,000 tested, 0.38% active;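 active = pattern-corrected inhibition above about 35%, with an unprinted fluorescence ratio check between 0.5 and 1.5, limit read from the data, passing the limit was not always enough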;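 also: 0% = enzyme with substrate and 100% = substrate without enzyme; some results filed as inactive read as strong as hits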
Target sequence (Q92905 whole entry, looked up, one chain of several): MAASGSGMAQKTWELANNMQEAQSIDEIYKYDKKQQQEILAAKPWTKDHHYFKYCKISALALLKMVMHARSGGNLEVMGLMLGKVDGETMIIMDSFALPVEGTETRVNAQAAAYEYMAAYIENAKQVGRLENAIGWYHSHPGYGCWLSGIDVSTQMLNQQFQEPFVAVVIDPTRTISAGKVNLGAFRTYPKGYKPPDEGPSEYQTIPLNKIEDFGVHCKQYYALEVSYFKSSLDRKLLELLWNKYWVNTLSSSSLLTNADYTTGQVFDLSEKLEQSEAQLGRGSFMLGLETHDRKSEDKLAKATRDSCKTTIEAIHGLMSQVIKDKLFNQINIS
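Assay system: purified human Csn5 enzyme expressed in HEK293T cells; measure: % inhibition; also added: SCFSkp2-Nedd8OG substrate at 10 nM final; technique: fluorescence polarization; times: reaction 90 min, room temperature; medium: Tris buffer pH 7.5, NaCl, DTT, Tween-20, trehalose, ovalbumin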
SKN-1 inh: blocks SKN-1 activity in C. elegans; C. elegans VP596 Pgst-4::GFP/RFP ratio, acrylamide-induced, 24 h; inhibition, % at 21.8 µM; 360,000 tested, 0.49% active;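 active = interference check ratio from 0.5 to 1.5 plus GFP to RFP signal ratio inhibition reaching or exceeding a fixed threshold, cut at about 30% in these data, passing the limit was not always enough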; also: some compounds called inactive have numbers as strong as hits
PABP1 MLLE inh: inhibitors of microRNA-mediated deadenylation, human PABP1 MLLE binding; P11940; GST-MLLE / FITC-PAM2 fluorescence polarization; inhibition, % at 20 µM; 360,000 tested, 0.36% active; in the data active = inhibition above about 35%, passing the limit was not always enough;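 also: plate controls were DMSO wells with GST-MLLE for no effect and wells lacking GST-MLLE protein for full effect; some results filed as inactive read as strong as hits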
FAS-TE inh: FAS thioesterase (human) inhibition; P49327; recombinant FAS-TE, OMFH fluorogenic substrate, fluorescence endpoint; inhibition, % at 15 µM; 360,000 tested, 0.67% active;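 active = compounds whose normalised, plate-corrected inhibition of enzyme fluorescence in the single-dose primary screen is 50% or more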;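 also: 0% = DMSO with enzyme and 100% = substrate without enzyme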
Rin1-Abl PPI inh: blocks binding of human Rin1 to Abl; TR-FRET Rin1/Abl binding, biochemical; inhibition, % at 7.35 µM; 360,000 tested, 0.4% active; AID 588664; in the data active = inhibition above about 5%, passing the limit was not always enough
Neddylation inh: cullin neddylation inhibition; TR-FRET cullin neddylation, biochemical; calls only at 25 µM; 360,000 tested, 0.58% active; AID 651699; in the data active = inhibition above about 36%
NadD inh: NadD (S. aureus) enzyme inhibition. 360,000 tested, 0.78% active. inhibition, % at 20 µM. purified NadD enzyme, colorimetric absorbance read-out; in the data active = inhibition above about 26%; also: some compounds past the cut are filed as inactive
Rpn11 inh: Rpn11 (human) deubiquitinase inhibition; 360,000 tested, 0.59% active; human 26S proteasome, Ub4-pepOG fluorescence polarization; 20S core pre-blocked with epoxomicin; O00487; calls only at 20 µM;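 active = inhibition at 20 µM, scaled to each plate's controls, above about 33%, limit read from the data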
Target sequence (O00487 whole entry, looked up): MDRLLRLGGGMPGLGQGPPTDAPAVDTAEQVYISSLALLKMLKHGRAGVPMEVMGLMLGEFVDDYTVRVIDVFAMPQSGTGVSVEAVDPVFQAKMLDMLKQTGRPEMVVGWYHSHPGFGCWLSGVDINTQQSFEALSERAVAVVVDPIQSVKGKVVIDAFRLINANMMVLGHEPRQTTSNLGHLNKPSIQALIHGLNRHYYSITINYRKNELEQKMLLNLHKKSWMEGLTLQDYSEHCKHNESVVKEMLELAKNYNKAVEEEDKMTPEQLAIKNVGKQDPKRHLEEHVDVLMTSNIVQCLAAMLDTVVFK
MT1-MMP act inh: blocks activation of human MT1-MMP; P50281; HT1080 RFP-PRO-GFP cells, GFP/RFP ratio fluorescence, overnight; percent of plate control window, DMSO zero; GFP/RFP ratio change, % at 20 µM; 360,000 tested, 0.061% active; AID 651647;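 active = GFP/RFP ratio change of at least 30% with cell ATP level not reduced by more than half and red fluorescence within 50% of control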; also: strong numbers were not always called active
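Test system: HT1080 cells expressing an RFP-PRO-GFP fluorescent reporter construct / Compound dosing: single-point 20 µM compound, 1% DMSO / Schedule: cells overnight before dosing, compound overnight, 37 °C, 5% CO2 / Evaluation: GFP/RFP fluorescence ratio / Control set: DMSO and RFP-L50D-GFP cell wells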
* hit, by the source's call; i = inactive; · = not tested or not shown; + = active, no number.

SMILES | CSN deneddyl inh | SKN-1 inh | PABP1 MLLE inh | FAS-TE inh | Rin1-Abl PPI inh | Neddylation inh | NadD inh | Rpn11 inh | MT1-MMP act inh
COC(=O)c1ccc(OCC(=O)Nc2ccsc2C(=O)OC)cc1 | 2.5 | 2.9 | 0.9 | 4.7 | -0.8 | i | -0.7 | i | -6.9
CC(C)C[C@@H](NC(=O)[C@H]1CCCN1C(=O)Cc1ccccc1)C(N)=O | -2.5 | 4.9 | 9.4 | 0.3 | -0.4 | i | -3.8 | i | -1.8
Fc1ccc(NC(=S)Nc2ccc(Br)cc2)cc1 | 2.7 | -3.0 | 40.2* | 8.9 | 2.4 | i | 3.6 | i | 8.9
Brc1ccc(CSc2ncnc3nc[nH]c23)cc1 | 3.1 | 21.9 | 2.9 | -11.3 | -0.1 | i | -0.9 | i | 0.5
O=C(CSc1n[nH]c(-c2ccccn2)n1)Nc1ccccc1F | -2.5 | -5.0 | -6.3 | -3.6 | 3.3 | i | 1.7 | i | 2.9
CCn1c(N2CCN(CC(=O)c3c[nH]c4ccccc34)CC2)nc2c1c(=O)[nH]c(=O)n2C | 3.1 | -0.7 | -59.8 | -11.7 | -4.5 | i | 7.4 | i | 2.1
O=[N+]([O-])c1cccc(CN2CCC(Cc3ccccc3)CC2)c1 | -0.5 | -1.8 | 3.8 | 17.6 | -3.1 | i | -0.8 | i | -1.3
CC(NC(=O)c1cccc(OC2CCN(C(=O)C3CC3)CC2)c1)c1ccc(F)cc1 (configuration not stated) | 2.7 | 0.6 | -12.7 | -3.4 | 2.5 | i | 1.0 | i | 1.9
Cc1ccc(C)n1N1C(=O)/C(=C\c2ccc(Cl)cc2)SC1=S | 1.3 | -26.0 | 11.5 | -3.3 | 0.2 | i | -0.7 | i | 0.6
COC(=O)C1CCc2c(ccc3c2CCCC3)C1=O (configuration not stated) | 1.8 | 7.6 | 3.9 | 0.9 | 1.1 | i | -8.1 | i | -5.0
COc1cccc(C2N(c3cccc(Cl)c3)C(=O)C3CCCN32)c1 (configuration not stated) | 2.3 | -10.2 | 1.1 | 2.8 | 1.6 | i | -1.9 | i | 9.1
CC(=O)c1cccc(NC(=O)CCNS(=O)(=O)c2cccc3nsnc23)c1 | -1.7 | 4.1 | -6.6 | -4.5 | -1.4 | i | -4.1 | i | 3.3

Arranged by molecular weight (smallest number first): three of the compounds above
SMILES | CSN deneddyl inh | SKN-1 inh | PABP1 MLLE inh | FAS-TE inh | Rin1-Abl PPI inh | Neddylation inh | NadD inh | Rpn11 inh | MT1-MMP act inh
Brc1ccc(CSc2ncnc3nc[nH]c23)cc1 | 3.1 | 21.9 | 2.9 | -11.3 | -0.1 | i | -0.9 | i | 0.5
Cc1ccc(C)n1N1C(=O)/C(=C\c2ccc(Cl)cc2)SC1=S | 1.3 | -26.0 | 11.5 | -3.3 | 0.2 | i | -0.7 | i | 0.6
CC(=O)c1cccc(NC(=O)CCNS(=O)(=O)c2cccc3nsnc23)c1 | -1.7 | 4.1 | -6.6 | -4.5 | -1.4 | i | -4.1 | i | 3.3

Next part:
SMILES | CSN deneddyl inh | SKN-1 inh | PABP1 MLLE inh | FAS-TE inh | Rin1-Abl PPI inh | Neddylation inh | NadD inh | Rpn11 inh | MT1-MMP act inh
Cc1cc(NC(=O)CSc2nc3ccccc3n2CC(=O)N2CC(C)CC(C)C2)no1 (configuration not stated) | -2.8 | 4.3 | 0.0 | -6.4 | 3.4 | i | 0.8 | i | -5.0
CCOC(=O)C1(CCCc2ccccc2)CCN(C(=O)C2=C(C)OCCO2)CC1 | -5.9 | -0.3 | -3.3 | 7.1 | -1.6 | i | -1.4 | i | -0.8
O=C(NCCc1ccccc1)C1CCN(S(=O)(=O)N2CCCCCC2)CC1 | 2.4 | -0.1 | 3.8 | -2.9 | 1.4 | i | 2.4 | i | ·
Cc1cccc(C)c1NC(=O)/C(C#N)=C/c1ccc(-c2ccc(C(=O)O)cc2)o1 | -0.2 | 15.9 | 13.2 | 1.3 | 1.5 | i | 1.5 | i | -0.7
CCOC(=O)CNC(=O)c1cc2c(=O)[nH]c3ccc(C)cc3c2s1 | 0.8 | 7.1 | -3.2 | -1.3 | -11.2 | · | -0.6 | i | 9.8
CCOc1ccc(N2CC(C(=O)Nc3cccnc3)CC2=O)cc1 (configuration not stated) | -4.8 | 0.7 | 7.4 | -8.1 | 1.6 | i | -0.7 | i | 0.6
CS(=O)(=O)N(CC(=O)Nc1c(F)cccc1F)Cc1ccccc1 | -2.1 | 1.8 | 5.6 | -2.3 | 0.8 | i | -3.5 | i | -2.2
COCCN(C(=O)COc1ccc(Cl)cc1)c1nnc(-c2cccnc2)s1 | 2.7 | -3.8 | 7.2 | -11.0 | -2.8 | i | 2.5 | i | 0.6
S=c1[nH]nc(CCc2ccccc2)n1-c1ccccc1 | 2.8 | 0.8 | 3.1 | -7.0 | 1.2 | i | -5.0 | i | 1.9
O=C(NCc1ccco1)C(=O)NCC1OCCN1C(=O)c1ccc(Cl)cc1 (configuration not stated) | -1.5 | 2.6 | 9.8 | -1.8 | -2.4 | i | -0.3 | i | -1.1
COC(=O)[C@@]1(Cc2ccc(F)cc2)[C@H]2c3cc(C(=O)N4CCCC4)n(Cc4cc(C)n(C)n4)c3C[C@H]2CN1C(=O)c1ccccc1 | -4.2 | 7.0 | · | 6.2 | · | i | -6.0 | · | 0.2
Cc1cc(C)nc(NC2=NCC(=O)N2c2ccc(Cl)cc2)n1 | -3.3 | -11.0 | -1.2 | -2.1 | 0.9 | i | 6.9 | i | -1.6
Cc1cccc(CN2CCN(c3ncccn3)CC2)c1 | -4.1 | 5.7 | -1.0 | -3.4 | -0.9 | i | -0.8 | i | -1.5
CN1C(=O)C2(OCCCO2)c2ccccc21 | 0.8 | 10.2 | -7.5 | -8.7 | 0.3 | i | 6.1 | i | 1.4
Cc1cccc(/N=C/c2sc3ccccc3c2O)n1 | 3.9 | 8.7 | 14.2 | -6.6 | -3.5 | i | -5.2 | i | 6.1
O=c1[nH]c(=O)n(CCc2ccc(F)cc2)c(O)c1C=NCc1ccc2c(c1)OCO2 | 6.4 | -25.6 | -18.5 | -5.3 | -1.2 | i | 3.9 | + | 7.7
COc1cccc(NC(=O)Cn2nnc(C(=O)NCc3cccs3)c2N)c1 | 6.2 | -19.4 | -10.0 | -2.0 | -2.1 | i | 0.5 | i | 4.3
COc1ccc(S(=O)(=O)NC2CCCCC2)cc1-n1cnnn1 | -1.0 | 2.8 | 0.3 | -1.7 | 4.0 | i | -5.1 | i | -1.7
CCc1cccc(NC(=O)CN(C)C2=NS(=O)(=O)c3ccccc32)c1 | -5.5 | 8.3 | 0.9 | 2.0 | 4.6 | i | -2.9 | i | 1.1
C/C(=C\C(=O)C(F)(F)F)Nc1cc(C)cc(C)c1 | -1.9 | 1.0 | -6.3 | 5.0 | 2.9 | i | 2.8 | i | 7.6
CCN(CC(=O)Nc1ccccc1C(F)(F)F)C(=O)c1cccc(S(=O)(=O)N2CCN(C)CC2)c1 | 2.4 | 10.9 | 9.5 | -6.0 | -1.3 | i | -3.2 | i | 1.3
CN(C)CCCN(C(=O)COc1ccc(Cl)cc1)c1nc2cc3c(cc2s1)OCCO3 | -1.3 | 10.5 | 1.6 | 11.9 | 3.2 | i | -6.3 | i | 2.2
Cc1cc(Cl)ccc1OCC(=O)OCC(=O)c1c(N)n(C)c(=O)n(C)c1=O | -0.9 | -25.0 | -2.2 | 8.2 | 0.3 | i | -6.0 | i | -1.7
O=C(NCCCn1ccnc1)c1cccc(Br)c1 | -1.8 | 1.8 | 8.8 | -8.7 | -2.4 | i | -5.3 | i | 4.2
COc1ccc(C)c(NC(=O)NCCc2cnc[nH]2)c1 | 7.1 | -3.3 | 6.5 | -4.5 | -1.1 | i | -6.7 | i | -2.9
CN1CCN/C1=C(/C(Cl)=C(Cl)Cl)[N+](=O)[O-] | -7.7 | 2.0 | -5.5 | -4.1 | 4.3 | i | 0.3 | i | -1.6
COC(=O)Nc1nnc(-c2ccccc2OC)s1 | 0.6 | -0.4 | 5.4 | -3.6 | -0.1 | i | -7.3 | i | -2.0
CC1(C)C(=O)Nc2ccccc2N1C(=O)CN1C(=O)C(=O)N(C2CCCC2)C1=O | 2.9 | 15.9 | -1.3 | -3.6 | 0.1 | i | 1.3 | i | 1.2
CC(=O)Nc1ccc(S(=O)(=O)N2CCSC2c2ccc(Cl)cc2)cc1 (configuration not stated) | -1.1 | -4.0 | 6.6 | 8.1 | 2.0 | i | -7.6 | i | 11.5
COc1cc(NC(=O)COc2ccc(-n3ccnc3)cc2)cc(OC)c1 | -0.3 | -5.0 | -23.9 | -1.1 | 3.9 | i | -5.0 | i | -7.5
COCC1COS(=O)(=O)NC1(C)C (configuration not stated) | -0.1 | 9.4 | 7.6 | -2.7 | 0.2 | i | -6.5 | i | 0.2
O=C(CCN1CCN(C(c2ccccc2)c2ccccc2)CC1)N/N=C/c1ccc(O)cc1 | -4.4 | 13.1 | 11.7 | -4.0 | 0.6 | i | 6.8 | i | 1.6
Cc1nnc(SCC(=O)Nc2sccc2C(N)=O)s1 | 2.8 | -2.3 | -1.5 | -5.7 | 1.5 | i | 7.3 | i | 0.4
CC(C)=CCC/C(C)=C/C=N/NC(=O)c1cccc([N+](=O)[O-])c1 | -1.1 | 2.0 | 5.8 | -10.5 | 0.7 | i | -0.7 | i | -1.7
CN=c1scc(-c2ccco2)n1/N=C/c1ccc(O)c(O)c1 | 3.8 | 0.6 | -6.0 | -3.9 | 3.3 | i | 23.9 | i | -13.1
CCCCCCN1C[C@@H](n2cc(-c3ccc(F)cc3)nn2)[C@H](O)C[C@@H]1c1ccc(Cl)cc1 | -0.5 | 5.4 | -12.9 | 16.8 | 0.6 | i | 5.3 | i | -17.0
Clc1ccc(C2=Nc3cc(Cl)ccc3OC2)cc1 | -9.2 | 18.7 | 8.9 | 20.0 | 1.4 | i | 5.8 | i | 5.7
Clc1ccc(CNc2ncnc3[nH]ncc23)c(Cl)c1 | -4.4 | 4.0 | -9.1 | -4.2 | 1.0 | i | 1.1 | i | 2.3
COc1ccccc1C(=O)NC(=O)COC(=O)C1CC2CCCC(C1)C2=O (configuration not stated) | 0.3 | -3.6 | -7.2 | -1.0 | 0.6 | i | 0.3 | i | -0.6
CC1CCCC(NC(=O)CCn2c(=S)oc3ccccc32)C1C (configuration not stated) | 2.8 | 3.4 | 7.6 | 6.9 | -1.5 | i | -0.4 | i | -2.8
O=C(Nc1ccccc1)c1[nH]ncc1[N+](=O)[O-] | -1.6 | -6.1 | -3.1 | -30.6 | 0.7 | i | 0.5 | i | 2.4
COc1ccc(Cc2nc3ccc(S(=O)(=O)N4CCOCC4)cc3[nH]2)cc1OC | 2.3 | 10.7 | 3.6 | -3.3 | -3.7 | i | 3.9 | i | 2.7

3 entries from above, with two lines to a compound:
Values run as follows: CSN deneddyl inh	SKN-1 inh	PABP1 MLLE inh	FAS-TE inh	Rin1-Abl PPI inh	Neddylation inh	NadD inh	Rpn11 inh	MT1-MMP act inh
COc1ccc(Cc2nc3ccc(S(=O)(=O)N4CCOCC4)cc3[nH]2)cc1OC
→ 2.3	10.7	3.6	-3.3	-3.7	i	3.9	i	2.7
CC1CCCC(NC(=O)CCn2c(=S)oc3ccccc32)C1C (configuration not stated)
→ 2.8	3.4	7.6	6.9	-1.5	i	-0.4	i	-2.8
COc1ccccc1C(=O)NC(=O)COC(=O)C1CC2CCCC(C1)C2=O (configuration not stated)
→ 0.3	-3.6	-7.2	-1.0	0.6	i	0.3	i	-0.6

Screening data (PubChem)
